Runt-CBFb FRET – blocks binding of human RUNX1 Runt domain to CBFb; Cerulean-Runt/Venus-CBFb FRET ratio 530/480, 1 h; AID 1496; inhibition, % at 20 µM; 220,000 tested, 0.46% active; Q01196+Q13951;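 active means inhibition over about 50% at 20 µM in the single-dose screen, limit read from the data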;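 further: 0% = DMSO wells and 100% = excess unlabeled CBFb competitor control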
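Measured by: fluorescence energy transfer, 422 nm excitation, 530/480 nm emission; test system: Cerulean-tagged RUNX1 Runt domain (FRET donor) fusion protein; buffer or medium: Tris pH 7.5 buffer with BSA; compound: one dose, 20 µM compound, 1% DMSO; times: two 1 h room-temperature incubations shielded from light; benchmarks: unlabeled CBFb 5 µM, positive control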
PERK inhibitor – inhibitors of human PERK kinase; Q9NZJ5; CHO PERK-DD fusion, SEAP luminescence translation reporter; inhibition, % at 5.6 µM; 220,000 tested, 0.17% active;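 active means inhibition above the mean inhibition of all tested compounds plus 3 SD, set separately per screening campaign, cut at about 2.9% in these data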;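 further: PERK kinase domain activated by AP20187 dimerizer at 100 nM; 0% = DMSO with dimerizer and 100% = rapamycin at 8.4 µM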
L929 necroptosis – blocks zVAD induced death of L929 cells | viability rescue, % at 10 µM | L929 zVAD necroptosis rescue, ATP luminescence, 24 h; with zVAD 60 µM | 220,000 tested, 0.38% active;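 active means activation, scaled between plate controls, above about 75%, limit read from the data; inactive means activation under that limit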;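 further: 0% = zVAD with DMSO and 100% = DMSO alone without zVAD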
TNF death inh – blocks TNF-alpha induced death of Jurkat FADD-/- cells; Jurkat FADD-/- TNF necroptosis rescue, ATP luminescence, 24 h; 0 = TNF only, 100 = no-TNF cells; activation (protection from cell death), % at 10 µM; 220,000 tested, 0.068% active; AID 463075;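 active means activation, meaning protection from cell death, of at least 50% relative to plate controls; inactive means activation below 50%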;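 further: necroptosis triggered by 40 ng/mL TNF-alpha added together with compound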
EP2 mod – modulates human prostaglandin E2 receptor EP2 signaling | P43116 | EP2-expressing cells, cAMP HTRF FRET, PGE2 co-stimulation | 260,000 tested, 0.83% active | induction, % at 25 µM;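 active means compounds whose cAMP rise, as percent of the full-agonist control response, exceeds 60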;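 further: rat C6 glioma line stably carrying human EP2 under a CMV promoter; the protocol text gives 20 µM as final concentration; 100% = response of wells given 1 µM PGE2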
Target sequence (P43116 whole entry, looked up): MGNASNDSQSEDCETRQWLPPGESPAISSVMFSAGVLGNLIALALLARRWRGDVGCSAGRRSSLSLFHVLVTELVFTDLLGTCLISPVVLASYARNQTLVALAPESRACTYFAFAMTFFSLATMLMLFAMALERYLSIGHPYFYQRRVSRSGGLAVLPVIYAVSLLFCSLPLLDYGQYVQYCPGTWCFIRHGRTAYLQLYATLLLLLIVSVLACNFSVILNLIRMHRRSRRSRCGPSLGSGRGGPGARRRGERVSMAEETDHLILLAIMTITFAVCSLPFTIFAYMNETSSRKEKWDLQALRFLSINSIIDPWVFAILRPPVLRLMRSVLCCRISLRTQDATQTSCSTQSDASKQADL
EP2 antag – blocks the human prostaglandin E2 receptor EP2; inhibition, % at 25 µM; C6 glioma cells expressing human EP2, cAMP TR-FRET; cells stimulated with saturating PGE2; 260,000 tested, 0.52% active; P43116;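 active means percent inhibition above 40 after rounding to a whole number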;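 further: rat C6 glioma host cells with rolipram phosphodiesterase inhibitor present; the protocol text gives 20 µM as final concentration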
Runt-SMMHC FRET – Runt domain-CBFb-SMMHC interaction inhibition; Q01196+Q13951; 220,000 tested, 0.74% active; AID 1434; inhibition, % at 20 µM; Cerulean-Runt/Venus-CBFb-SMMHC FRET ratio 530/480, 1 h;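 active means mean inhibition across duplicate retests at 20 µM reaching about 50%, limit read from the data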;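 further: 0% = DMSO wells and 100% = wells with excess untagged CBFb-SMMHC; inhibitors lower the FRET ratio by blocking Runt binding to CBFb-SMMHC; some results filed as inactive read as strong as hits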
RBBP9 inhibitor – inhibitors of human serine hydrolase RBBP9; O75884; inhibition, % at 7.94 µM; recombinant RBBP9, FP-Rh probe fluorescence polarization; 220,000 tested, 0.2% active;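 active means inhibition above the campaign mean of all tested compounds plus 3 SD, cut at about 14% in these data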;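 further: plate controls were DMSO wells with RBBP9 for no effect and wells lacking RBBP9 protein for full effect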
Target sequence (O75884 whole entry, looked up): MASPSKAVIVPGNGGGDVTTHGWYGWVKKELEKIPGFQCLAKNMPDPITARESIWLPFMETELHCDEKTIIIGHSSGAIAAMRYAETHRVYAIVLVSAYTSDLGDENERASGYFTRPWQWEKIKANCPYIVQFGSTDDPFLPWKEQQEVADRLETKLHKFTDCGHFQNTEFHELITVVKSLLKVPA
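Test system – recombinant human RBBP9 · Input – RBBP9 2.5 µM in dispensing solution, pre-mixing · Medium – Tris buffer pH 8.0, NaCl, Pluronic · Schedule – preincubation 30 min plus labeling 45 min at 25 °C · Measured by – fluorescence polarization · Measure – % inhibition · Controls – DMSO and no-protein wells · Replicates – one well per compound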
Hck Nef HTS – inhibitors of human Hck kinase activated by Nef; Recombinant Hck-YEEI plus Nef, Z-Lyte FRET kinase assay; 220,000 tested, 0.68% active; AID 463187; P08631; inhibition, % at 20 µM;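 active means Hck-Nef kinase inhibition above about 50%, limit read from the data; inactive means inhibition below that limit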;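 further: 0% = DMSO with Hck plus Nef and 100% = Hck alone without Nef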
The depositor's hits bear a star; . = not tested or not shown; & = joins results of further samples. The list is partial; the hit share may differ from the screen's.

#1 Cc1ccc(C)c(-n2cc(CNC(C)Cn3cncn3)c(-c3ccccc3)n2)c1 (stereo unspecified)
#2 Cc1cc(C)c(NC(=O)CN2CCOCCOCCOCCOCC2)c(C)c1
#3 COc1ccc(NC(=O)C(c2ccc(C)cc2)N(C)C(=O)Cc2cccs2)cc1 (stereo unspecified)
#4 CCOc1ccc(C/C(N)=N/n2cnnc2)cc1
#5 COc1ccccc1/C=N/n1c(N)c(C(=O)NC2CCCCC2)c2nc3ccccc3nc21
#6 Cc1ccc(C2OC(=O)c3ccccc32)cc1 (stereo unspecified)
#7 O=C(c1ccco1)N(Cc1nc2ccccc2c(=O)[nH]1)C1CCCC1
#8 CC(C)n1c(O)c(N=NC(=O)Cc2csc(N3CCOCC3)n2)c2ccccc21
#9 COC(=O)CSc1ncc(OC)c(OC)n1
#10 CCOC(=O)c1[nH]c2c(c1C)C(=O)CC(c1ccc(F)cc1)C2 (stereo unspecified)

compound no.,1,2,3,4,5,6,7,8,9,10
Runt-CBFb FRET,-1,.,-1,0,-1,0,0,-3,2,2
PERK inhibitor,-1.5,0.2,-0.8,0.8,2.1,0.6,-1.0,0.8,1.5,0.0
L929 necroptosis,-0.3,0.4,.,0.6,4.8,0.3,0.2,-0.1,0.7,-1.4
TNF death inh,0.4,-0.3,-0.1,-0.3,-2.7,2.4,-2.6,0.6,-2.8,-13
EP2 mod,1,-4&31,22,-37,4,28,14,9,19,-9
EP2 antag,7,15&1,4,2,2,11,6,1,12,8
Runt-SMMHC FRET,2,.,3,-2,-4,-2,0,1,1,-2
RBBP9 inhibitor,-4,8,-9,-2,-2,-7,-7,-5,-5,0
Hck Nef HTS,-10,-7,-2,6,11,3,0,27,0,-5

#11 CCCn1c(SCC(=O)c2ccc3c(c2)OCCO3)nnc1-c1ccco1
#12 O=[N+]([O-])c1ccc(-c2cc(-c3ccc(Cl)cc3)n[nH]2)cc1
#13 O=C(CC1NCCc2ccccc21)Nc1ccc(Cl)cc1 (stereo unspecified)
#14 COc1ccc(-c2noc(CCCC(=O)Nc3cccnc3)n2)cc1OC
#15 O=S(=O)(NCC(c1cccnc1)N1CCOCC1)c1ccccc1 (stereo unspecified)
#16 CCN1C(=O)CC2(C[N+]3(C)CCC2CC3)C1=O (stereo unspecified)
#17 COC(=O)C1=C(C(=O)c2ccc(C)cc2)C(c2ccc(O)c(OC)c2)n2nnnc2N1 (stereo unspecified)
#18 Clc1cncc(Cl)c1N/N=C/c1ccncc1
#19 COc1ccc(CCN2CC(C(=O)NCCc3ccccc3)CC2=O)cc1OC (stereo unspecified)
#20 O=C(O)CC(CNS(=O)(=O)c1ccccc1)c1ccccc1 (stereo unspecified)

compound no.,11,12,13,14,15,16,17,18,19,20
Runt-CBFb FRET,-1,-10,0,-1,1,-2,-7,3,0,0
PERK inhibitor,-0.7,0.0,-0.3,1.3,-0.1,-0.3,1.3,1.1,-0.2,1.7
L929 necroptosis,-0.2,2.1,1.3,1.2,-1.3,.,-0.9,-0.8,0.6,0.6
TNF death inh,-2.6,-5.4,7.0,1.4,0.0,-0.4,0.5,-25,0.1,1.2
EP2 mod,-24&-20,9,-58,-5,-7,4,-1,-36,1,8
EP2 antag,9&10,.,5,8,16,4,-3,10,7,13
Runt-SMMHC FRET,1,-14,0,2,1,-2,-34,1,-3,0
RBBP9 inhibitor,-7,-3,5,1,-2,-6,0,5,-2,-7
Hck Nef HTS,1,14,-22,10,12,1,-1,7,21,1

#21 Cc1ccccc1OCC(=O)NN1Cc2ccccc2C1=N
#22 Cc1cc(N2CCN(C)CC2)nc2ccc(NC(=O)CCC(=O)NCc3ccco3)cc12
#23 Cc1nnc(SCC(=O)Nc2ncc(Cc3ccc(F)cc3)s2)n1N
#24 NC(=O)c1nsnc1-c1ccccc1O
#25 ClCCN1C2=NCCCN2c2ccccc21
#26 CC1(C)CC(C)(O)P(=O)(c2ccccc2)O1 (stereo unspecified)

compound no.,21,22,23,24,25,26
Runt-CBFb FRET,-1,0,1,0,2,0
PERK inhibitor,0.4,0.3,1.0,1.1,-0.3,1.1
L929 necroptosis,1.1,0.4,-0.3,-0.3,-0.9,-0.4
TNF death inh,-1.8,0.3,-2.2,1.6,1.4,1.5
EP2 mod,2,-48,17,13,-24,15
EP2 antag,8,7,7,9,3,2
Runt-SMMHC FRET,2,1,0,2,-5,0
RBBP9 inhibitor,-1,-2,-5,-2,-4,5
Hck Nef HTS,0,2,0,-8,22,-8

From PubChem
